# FBPA Giardia inh: Giardia lamblia aldolase inhibition; purified Giardia FBPA; AID 2451; actives 0.71% (n = 290,000); Potency, µM (series often up to 59.6 µM), inactives show at the top dose activity, negative = inhibition, usual class: inhibitors; active means well fitted inhibition curve with a large enough effect; inconclusive means small, poorly fitted or top-dose-only effect, or effect the other way; further: nearly all actives have a fitted effect of over 55% in size
# Target sequence (A8B2U2 whole entry, looked up): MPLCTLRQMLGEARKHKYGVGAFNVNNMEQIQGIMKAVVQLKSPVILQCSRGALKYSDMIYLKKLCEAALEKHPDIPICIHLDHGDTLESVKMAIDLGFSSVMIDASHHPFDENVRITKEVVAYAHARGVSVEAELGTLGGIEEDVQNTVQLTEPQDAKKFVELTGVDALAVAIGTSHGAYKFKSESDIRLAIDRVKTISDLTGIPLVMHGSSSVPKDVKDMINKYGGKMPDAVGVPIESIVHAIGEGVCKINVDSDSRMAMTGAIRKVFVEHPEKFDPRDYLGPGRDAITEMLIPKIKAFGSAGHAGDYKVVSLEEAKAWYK
#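 40 nM FBPA preincubated 10 min at RT with compound (up to 57.5 uM final), then substrate plus GAPDH/TPI/NAD/arsenate coupling and diaphorase/resazurin added. Fluorescence read after 20 min at RT, 525/598 nm.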
# Starred values were filed as active, the others as inactive; u = inconclusive; & = joins results of further samples; [ ] = remark or other dose. On the % scale 0 is the no-effect control and ±100 the full control effect; potency means the concentration at half of the fitted maximal effect. A portion of the library (hit frequency here may not be typical).
SMILES | FBPA Giardia inh
CCOC(=O)CNC(=O)O[C@@H]1C(=O)c2cc(OC)ccc2O[C@H]1c1ccc(OC)c(Br)c1 | -1%
COc1cccc([C@@H]2Oc3ccc(Br)cc3C(=O)[C@H]2OC(=O)Nc2ccc(C)c(Br)c2)c1 | 0%
COC1=C[C@]23CCCN2CCc2cc4c(cc2[C@@H]3[C@@H]1O)OCO4 | 0%
O=c1c(-c2cccc(Cl)c2)nc2cncnc2n1Cc1ccc(F)cc1 | -10%
C[C@@]12C=CC(=O)C=C1CC[C@H]1[C@H]3CC[C@](O)(C(=O)CO)[C@]3(C)CC(=O)[C@@H]12 | 2%[21.7 µM]
CC(C)(C)OC(=O)NCCCCC1=CC2=CC(=O)C(C)(OC(=O)C3CCCC3)C(=O)C2=CO1 (stereo not given) | -1%
COc1ccc(/C=C/C(=O)c2cccs2)c(OC)c1 | -1%
Cn1cc(C(F)(F)F)nc1-c1ccc(OC[C@@H](O)CNCCOc2ccc(O)c(C(N)=O)c2)cc1 | -4%
O=C(Nc1cccc(F)c1)N1CCC2(CC1)CCN(C(=O)c1ccco1)CC2 | 6%
COCOc1c2c(c(OCOC)c3c(OCOC)cccc13)/C(=N/NS(C)(=O)=O)C1=C2CCCC1 | -25%
CC1(C)OCC([C@H](O)C2=CCCCC2=O)CO1 | 0%
CCCCCCCCCCCCCCCCOC[C@H](COP(=O)([O-])OCC[N+](C)(C)C)OC(=O)NC | 7%
O=C(c1cc(C(F)(F)F)cc(C(F)(F)F)c1)N1CCC2(CCCN(Cc3nccs3)C2)CC1 | -1%
CCCCC[C@H](O)/C=C/[C@@H]1[C@@H](C/C=C\CCCC(=O)O)[C@@H](O)C[C@@H]1O | 7%
CCN1CCC[C@@H](OC(=O)C(c2ccccc2)c2ccccc2)C1 | 2%[21.7 µM]
CN(C)c1nc(-c2cccc(C#N)c2)nc2ccccc12 | -9%
COc1cc(OC)c2c(OC)c(-c3ccc4c(c3)OCO4)c(=O)oc2c1 | -9%
OB(O)c1cc2ccccc2s1 | 5%
CC(C)NC(=O)N1CC[C@@]2(CCCN(C(=O)c3cccn3C)C2)C1 | 4%
C[Se]C[C@H](N)C(=O)O | -2%
CCOC(=O)N/N=C1/C[C@@H](O)[C@@H](O)[C@@H]2[C@@H]3C(=O)N(C[C@@H]4CCCO4)C(=O)[C@H]3CC[C@@H]12 | -2%[12.9 µM]
CNc1ncnc2ccc(-c3ccccc3CN(C)C)cc12 | -29%
CC(=O)N[C@@H](CC(=O)O)C(=O)N[C@@H](CCC(=O)O)C(=O)O | -4%
COc1ncc2nc(-c3ccc(F)cc3)c(=O)n(C)c2n1 | 3%
C/C(CCC(=O)OC[C@@H]1O[C@H](C#Cc2ccccc2)C=C[C@@H]1Oc1ccc(C)cc1)=N/O[C@@H](C)c1cn([C@H](CO)Cc2ccccc2)nn1 | 3%&-1%[12.9 µM]
c1ccc(CNc2cc(-c3ccoc3)ncn2)cc1 | -23%
COc1ccccc1CN1CCC2(CC1)CCN(C(=O)c1cccn1C)CC2 | 2%
CN(C)c1ccc(-c2ccc3ncnc(N(C)Cc4ccco4)c3c2)cc1 | -27%
N#Cc1ccccc1-c1ccc2ncnc(NCc3cccs3)c2c1 | -15%
C=CCC(O)c1ccccc1 (stereo not given) | 5%

# Given as labelled records: part of the list above.
Molecule: C/C(CCC(=O)OC[C@@H]1O[C@H](C#Cc2ccccc2)C=C[C@@H]1Oc1ccc(C)cc1)=N/O[C@@H](C)c1cn([C@H](CO)Cc2ccccc2)nn1
  FBPA Giardia inh = 3%&-1%[12.9 µM]

Molecule: c1ccc(CNc2cc(-c3ccoc3)ncn2)cc1
  FBPA Giardia inh = -23%

# The main list resumes with the six entries that preceded the break.
SMILES | FBPA Giardia inh
C/C(CCC(=O)OC[C@@H]1O[C@H](C#Cc2ccccc2)C=C[C@@H]1Oc1ccc(C)cc1)=N/O[C@@H](C)c1cn([C@H](CO)Cc2ccccc2)nn1 | 3%&-1%[12.9 µM]
c1ccc(CNc2cc(-c3ccoc3)ncn2)cc1 | -23%
COc1ccccc1CN1CCC2(CC1)CCN(C(=O)c1cccn1C)CC2 | 2%
CN(C)c1ccc(-c2ccc3ncnc(N(C)Cc4ccco4)c3c2)cc1 | -27%
N#Cc1ccccc1-c1ccc2ncnc(NCc3cccs3)c2c1 | -15%
C=CCC(O)c1ccccc1 (stereo not given) | 5%
COc1ccc(C(=O)N2CCC[C@@]3(CCN(CC(C)C)C3)C2)cc1 | -9%
COC(=O)c1ccc(C(NC(=O)OCc2ccccc2)/C(C)=C/[C@@H](C)C(=O)NCc2cc(F)cc(F)c2)cc1 (stereo not given in full) | -1%
C=CC1=C2C=C(C3CC3)N(C(CO)CO)C=C2C(=O)C(C)(OC(=O)c2ccco2)C1=O (stereo not given) | u
COC(=O)[C@@]1(Cc2ccccc2)[C@H]2c3cc(C(=O)N(C)C)n(C[C@H](O)CO)c3C[C@H]2CN1C(=O)c1ccccc1 | 2%
CN1[C@H](CC(=O)c2ccccc2)CCC[C@H]1C[C@H](O)c1ccccc1 | -3%
COC(=O)[C@@]1(Cc2ccc(OC)cc2)[C@H]2c3cc(C(=O)N4CCCC4)n(CCc4ccc(O)c(O)c4)c3C[C@H]2CN1C(=O)c1ccccc1 | -29%
O=C(c1ccco1)N1CCC[C@@]2(CCN(C(c3ccccc3)c3ccccc3)C2)C1 | -9%
COC(=O)N1C(C)=Cc2ccccc2C1CC(C)=O (stereo not given) | -5%
COC(=O)C/C=C\[C@@H](C)[C@@H](/C=N\OCC[C@H]1C=C[C@H](OC(C)=O)[C@@H](COC(C)=O)O1)NS(=O)(=O)c1ccc(C)cc1 | 2%[12.9 µM]
CCC[C@@H]1C[C@@]1(CCC)C(NC(=O)c1ccccc1)c1cccc(Cl)c1 (stereo not given in full) | 5%
N#CCCS(=O)(=O)c1ccccc1 | 6%
CCCCC/C=C\C/C=C\C/C=C\CCCCCCC(=O)O | 1%
CCCCC[C@H](O)/C=C/C=C/C=C/[C@@H](O)C/C=C\CCCC(=O)O | 2%
COc1ccc2[nH]cc(CCNc3ccnc(-c4ccc(C(=O)N(C)C)cc4)n3)c2c1 | -6%
Clc1cccc2c1CN(C1=NCCN1)C2 | 0%
CCCn1c(=O)c2[nH]c(-c3ccc(OCC(=O)NCCN)cc3)nc2n(CCC)c1=O | 0%
Cc1nc(NCc2ccccc2)c2nc(-c3ccccc3)n(CCN(C)C)c2n1 | 6%
C[C@H]1C[C@H](C)C(=O)[C@@H]([C@H](O)CC2CC(=O)NC(=O)C2)C1 | 9%
Cc1noc(C)c1-c1nccc(N2CCNCC2)n1 | -12%
O=c1c(-c2cccs2)nc2cnc(N3CCOCC3)nc2n1Cc1ccc(F)cc1 | 7%
CN(C)Cc1ccccc1-c1cc(-n2ccnc2)ncn1 | -11%
O=C(N/N=C1/C[C@@H](O)[C@@H](O)[C@@H]2[C@@H]3C(=O)N(Cc4ccccc4)C(=O)[C@H]3CC[C@H]12)OCc1ccccc1 | -1%[12.9 µM]
CCOC(=O)c1ncn2c1[C@H]1CCCN1C(=O)c1cc(OC)ccc1-2 | 8%
COCC(=O)N1CCC2(CC1)CN(c1ccccc1)C2 | -21%
O=C(Nc1cccc(F)c1)N1CCCC2(CCN(C(=O)c3cccc(F)c3)CC2)C1 | 0%
C=CCC1C=CC(Oc2ccc(OC)cc2)C(CO)O1 (stereo not given) | 0%[12.9 µM]
CN(CCc1ccc(Cl)c(Cl)c1)CCN1CCCCCC1 | -11%
C[C@@]12C(=O)OC(=O)[C@@]1(C)[C@@H]1CC[C@@H]2O1 | -13%
O=c1[nH]c(=O)n(C2CC(O)C(CO)O2)cc1F (stereo not given) | -4%
CCCCS(=O)(=O)N1CCc2nc(-c3ccccc3)c3c(c2C1)CO[C@@H](C)C3 | 9%[12.9 µM]
CN(C)c1ccc(-c2ccc3ncnc(N4CCNCC4)c3c2)cc1 | -29%
COc1ccc(C(=O)N2CCC3(CC2)CCN(c2ccccn2)CC3)cc1 | 0%
CC[C@@H](C)CN1C(=O)N[C@@H](c2ccccc2)C(C(=O)OC)=C1C | 3%[12.9 µM]
COc1ncc2nc(-c3cc(F)cc(F)c3)c(=O)n(-c3ccccc3)c2n1 | 8%
CC/C=C\C/C=C\C/C=C\C/C=C\C/C=C\CCCC(N)=O | 1%
COc1ccc(-c2nc3cnc(N4CCOCC4)nc3n(CCC#N)c2=O)cc1 | 7%
COc1cccc([C@@H]2Oc3ccc(OC)cc3C(=O)[C@H]2OC(=O)NS(=O)(=O)c2ccc(F)cc2)c1 | 1%
COC(=O)C(C(C)=O)C(NC(=O)NCc1ccccc1)c1ccccc1 (stereo not given) | -1%[12.9 µM]
COc1ccc(-c2coc3ccc(OC4OC(COC(C)=O)C(OC(C)=O)C(OC(C)=O)C4OC(C)=O)c(OC(C)=O)c3c2=O)cc1 (stereo not given) | 0%
C[C@@H](C(=O)Nc1ccc2ccccc2c1)[C@H]1C[C@]1(C)[C@H](NC(=O)c1ccccc1)c1ccccc1 | -6%
CC(=O)N1CCC2(CC1)CCN(c1ccncc1)CC2 | -2%
COC(=O)NC(c1cccc(F)c1)[C@@]1(C(=O)OC)CCCC1=O (stereo not given in full) | 3%[12.9 µM]
CC(C)C[C@H](N)CSSC[C@@H](N)CC(C)C | -1%
CC(C)c1ccc2c(c1O)CCC1C3=C(CC[C@]21C)C(=O)OC3 (stereo not given in full) | u
CN(C)CCCn1cc(C2=C(c3c[nH]c4ccccc34)C(=O)NC2=O)c2ccccc21 | -8%
CC(C)CN1CCCC2(CCN(C(=O)c3ccncc3)CC2)C1 | 2%
CC1OC(=O)C(C(C)C)NC(=O)C(C(C)C)OC(=O)C(C(C)C)NC(=O)C(C)OC(=O)C(C(C)C)NC(=O)C(C(C)C)OC(=O)C(C(C)C)NC(=O)C(C)OC(=O)C(C(C)C)NC(=O)C(C(C)C)OC(=O)C(C(C)C)NC1=O (stereo not given) | -1%
Cc1cc(/C=C/c2ccc3cc(N(C)C)ccc3[n+]2C)c(C)n1-c1ccccc1 | u
CCNc1ncc2nc(C)c(=O)n(Cc3cccc(OC)c3)c2n1 | -1%
O=S(=O)(c1ccccc1)N1CCC2(CCN(c3ccc(-c4ccccc4)cc3)CC2)CC1 | 0%
CN(C)c1ccnc(-c2cccc(NS(C)(=O)=O)c2)n1 | 0%
CN1CCN(c2ncc3nc(-c4cc(F)cc(F)c4)c(=O)n(CCC#N)c3n2)CC1 | u
Cc1nc(N2CCOCC2)c2nc(-c3ccccc3)n(C(C)CN(C)C)c2n1 (stereo not given) | 1%
COc1ccc2[nH]cc(CCNc3cc(-c4ccccc4CN(C)C)ncn3)c2c1 | 9%
N#Cc1cccc(-c2nc(NCCN3CCOCC3)c3ccccc3n2)c1 | 0%
CC(C)c1cccc2nc3c(c([Si](C)(C)C)c12)Cn1c-3cccc1=O | -25%
C[C@H](O)[C@@H]1C(=O)N2C(C(=O)O)=C(SCCN=CN)C[C@@H]12 | -7%[21.7 µM]
COCCNc1ncnc2ccc(-c3cccnc3)cc12 | -19%
COC(=O)[C@@H]1C[C@@H]2CC[C@@H](O)C[C@@H]2N1Cc1ccc(N2CCOCC2)cc1 | -16%
CC(=O)O[C@@H]1C(CO[Si](C)(C)C(C)(C)C)=C(Br)C(=O)[C@@H]2O[C@]12C | -9%

# By substructure, the entries above with an NH in an aromatic ring.
SMILES | FBPA Giardia inh
COc1ccc2[nH]cc(CCNc3ccnc(-c4ccc(C(=O)N(C)C)cc4)n3)c2c1 | -6%
CCCn1c(=O)c2[nH]c(-c3ccc(OCC(=O)NCCN)cc3)nc2n(CCC)c1=O | 0%
O=c1[nH]c(=O)n(C2CC(O)C(CO)O2)cc1F (stereo not given) | -4%
CN(C)CCCn1cc(C2=C(c3c[nH]c4ccccc34)C(=O)NC2=O)c2ccccc21 | -8%
COc1ccc2[nH]cc(CCNc3cc(-c4ccccc4CN(C)C)ncn3)c2c1 | 9%

# 2 consecutive entries from above, for reference:
SMILES | FBPA Giardia inh
CCOC(=O)CNC(=O)O[C@@H]1C(=O)c2cc(OC)ccc2O[C@H]1c1ccc(OC)c(Br)c1 | -1%
COc1cccc([C@@H]2Oc3ccc(Br)cc3C(=O)[C@H]2OC(=O)Nc2ccc(C)c(Br)c2)c1 | 0%

# More results:
SMILES | FBPA Giardia inh
COc1ccc(COC(=O)N/N=C2/C[C@@H](O)[C@@H](O)[C@@H]3[C@@H]4C(=O)N(Cc5ccccc5)C(=O)[C@H]4CC[C@H]23)cc1 | 0%[12.9 µM]
Cn1c(=O)c(-c2cc(F)cc(F)c2)nc2cncnc21 | 7%
COc1cc2c(cc1OC)C(=O)OC2 | 0%
COc1cc2c(cc1OC)-c1c(OC)c(OC)c(C=O)c3c1[C@H](C2)N(C)CC3 | -19%
CCCCCCCCC1OC1CCCCCCCC(=O)O (stereo not given) | 6%
